SENP1 FRET inh: blocks the human SENP1 SUMO protease catalytic domain; Q9P0U3; 360,000 tested, 0.21% active; recombinant SENP1 catalytic domain, CyPet-SUMO1-YPet FRET cleavage; inhibition, % at 10 µM; AID 624204;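 active = inhibition at least 30% at 10 µM, raw YFP signal under a set limit, fluorescence ratio 0.5 to 1.5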;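 note: 0% = enzyme with DMSO and 100% = no enzyme wells; some results filed as inactive read as strong as hits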
Target sequence (Q9P0U3 419-644 limits assumed): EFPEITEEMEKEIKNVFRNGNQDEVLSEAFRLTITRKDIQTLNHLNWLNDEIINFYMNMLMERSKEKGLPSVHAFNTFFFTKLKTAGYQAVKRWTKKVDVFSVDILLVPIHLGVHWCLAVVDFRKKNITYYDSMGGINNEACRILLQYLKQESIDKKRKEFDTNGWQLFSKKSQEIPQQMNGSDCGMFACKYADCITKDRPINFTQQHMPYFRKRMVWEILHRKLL
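material = recombinant human SENP1 catalytic domain, His6-tagged | quantity = 20 pM enzyme | reagent = 25 nM SUMO1 FRET substrate | compound dosing = 10 µM single point, 0.5% DMSO | timing = 50 min enzyme reaction, room temperature, light-protected | detection = FRET, CFP and YFP emission | control set = no-enzyme low, enzyme-DMSO high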
Apaf1 inhib: human Apaf-1 inhibition. O14727. reconstituted apoptosome caspase-3 activity, DEVD-Rh110 fluorescence. inhibition, % at 20 µM. 330,000 tested, 0.71% active. AID 489030; active = inhibition of at least 40% at 20 µM;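 note: plate controls were DMSO wells for no effect and DEVD-CHO caspase inhibitor wells for full effect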
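Material: reconstituted apoptosome with Apaf-1, cytochrome c, caspase-9, procaspase-3, dATP. Technique: Rh110 fluorescence intensity. Buffer or medium: pH 7.5 Hepes buffer with CHAPS, BSA, DTT. Times: 30 min plus 50 min, RT.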
SENP8 block-1: inhibitors of human SENP8 protease. Q96LD8. purified SENP8, Z-RLRGG-aminoluciferin cleavage, luminescence. 330,000 tested, 1.2% active. AID 2540. inhibition, % at 10 µM; in the data active = inhibition above about 50%
Target sequence (Q96LD8 whole entry, looked up): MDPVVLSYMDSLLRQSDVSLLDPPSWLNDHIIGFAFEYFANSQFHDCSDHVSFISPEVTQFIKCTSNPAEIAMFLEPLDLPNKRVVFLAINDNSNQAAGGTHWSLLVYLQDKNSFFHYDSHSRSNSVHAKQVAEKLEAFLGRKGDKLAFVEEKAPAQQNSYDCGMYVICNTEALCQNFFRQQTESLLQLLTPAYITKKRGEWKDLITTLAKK
SENP6 block: inhibitors of human SENP6 protease | 330,000 tested, 1.8% active | Q9GZR1 | inhibition, % at 10 µM | AID 2599 | Recombinant SENP6 catalytic domain, aminoluciferin luminescence;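 active = inhibition above about 50% at the single tested dose, limit read from the data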;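 note: plate controls were DMSO wells with enzyme for no effect and DMSO wells lacking enzyme for full effect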
Target sequence (Q9GZR1 628-1112 limits assumed): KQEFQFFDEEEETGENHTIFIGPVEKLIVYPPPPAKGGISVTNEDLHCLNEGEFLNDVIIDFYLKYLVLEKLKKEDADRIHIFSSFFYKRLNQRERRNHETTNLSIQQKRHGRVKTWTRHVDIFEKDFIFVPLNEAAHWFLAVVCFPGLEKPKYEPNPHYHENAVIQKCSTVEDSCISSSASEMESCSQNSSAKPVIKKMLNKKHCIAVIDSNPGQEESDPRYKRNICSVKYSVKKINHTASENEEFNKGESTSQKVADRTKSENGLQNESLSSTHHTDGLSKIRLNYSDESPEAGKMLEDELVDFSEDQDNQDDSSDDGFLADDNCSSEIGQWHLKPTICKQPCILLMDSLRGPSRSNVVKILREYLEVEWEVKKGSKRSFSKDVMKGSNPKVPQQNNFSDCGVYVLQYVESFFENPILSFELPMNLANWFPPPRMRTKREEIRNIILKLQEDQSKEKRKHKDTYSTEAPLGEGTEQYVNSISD
UBC13 inh: human UBC13 polyubiquitination inhibition; UBC13 polyubiquitin chain formation, TR-FRET; 330,000 tested, 0.47% active; inhibition, % at 20 µM; P61088; in the data active = inhibition above about 45%, passing the limit was not always enough
Target sequence (P61088 whole entry, looked up): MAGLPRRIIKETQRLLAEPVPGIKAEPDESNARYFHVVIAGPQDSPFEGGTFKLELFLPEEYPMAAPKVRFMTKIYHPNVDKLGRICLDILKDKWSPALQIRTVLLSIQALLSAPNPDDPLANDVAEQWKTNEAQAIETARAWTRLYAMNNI
SENP7 inh: SENP7 protease inhibition. Q9BQF6. inhibition, % at 5 µM. 330,000 tested, 1.5% active. AID 434973. recombinant SENP7, Z-RLRGG-aminoluciferin luminescence, 40 min;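 active = inhibition above about 50% at the single test dose, limit read from the data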;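 note: plate controls were DMSO with enzyme for no effect and no enzyme buffer wells for full effect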
SENP8 block-2: inhibitors of human SENP8 protease; 360,000 tested, 0.64% active; Q96LD8; inhibition, % at 20 µM; recombinant SENP8, Nedd8 substrate fluorescence; AID 602440; in the data active = inhibition mostly above about 40%, no sharp cut-off; inactive = mostly below about 27%
APOBEC3G inh: inhibitors of human APOBEC3G DNA deaminase | Q9HC16 | recombinant A3G, ssDNA deamination FAM/TAMRA fluorescence | inhibition, % at 20 µM | 330,000 tested, 0.28% active;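 active = inhibition of at least 40% at 20 µM, with no more than 30% in the related APOBEC3A deaminase screen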;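 note: plate controls were DMSO wells with A3G for no effect and wells lacking A3G enzyme for full effect; some compounds called inactive have numbers as strong as hits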
* marks the source's active call; other numbers are inactive results.

How did COc1ccc(-c2c(-c3ccc(OCC(=O)NN)cc3O)n[nH]c2C)cc1 do in these assays?
SENP1 FRET inh: 3.0; Apaf1 inhib: 2.9; SENP8 block-1: 6.2; SENP6 block: 4.0; UBC13 inh: 3.4; SENP7 inh: 6.7; SENP8 block-2: 17.4; APOBEC3G inh: -3.5

How did Cc1ccc(S(=O)(=O)N2CCC(C(=O)N[C@@H](C)C(=O)Nc3ccc(F)cc3)CC2)cc1 do in these assays?
SENP1 FRET inh: 2.5; Apaf1 inhib: 2.5; SENP8 block-1: -9.7; SENP6 block: -4.7; UBC13 inh: -5.8; SENP7 inh: -9.6; SENP8 block-2: 9.9; APOBEC3G inh: -4.2

How did CCOc1c(Br)cc(C(=O)NCCCn2ccnc2)cc1OC do in these assays?
SENP1 FRET inh: 2.2; Apaf1 inhib: -0.9; SENP8 block-1: 6.9; SENP6 block: -1.6; UBC13 inh: 4.2; SENP7 inh: 2.7; SENP8 block-2: -9.3; APOBEC3G inh: -7.4

Results for COC(=O)c1nn(-c2ccc(OC)cc2)ccc1=O ?
SENP1 FRET inh: -1.7; Apaf1 inhib: 4.3; SENP8 block-1: 2.4; SENP6 block: -0.1; UBC13 inh: 3.2; SENP7 inh: -0.4; SENP8 block-2: -33.3; APOBEC3G inh: -2.0

How did CSc1nc2nccc(-c3ccc(Cl)cc3)n2n1 do in these assays?
SENP1 FRET inh: 0.6; Apaf1 inhib: 7.4; SENP8 block-1: -4.3; SENP6 block: -6.6; UBC13 inh: 0.0; SENP7 inh: -10.8; SENP8 block-2: -346.1; APOBEC3G inh: -8.2

How did Cc1ccc(S(=O)(=O)N(CC(=O)Nc2cccc([N+](=O)[O-])c2)C(=O)N2CCN(C)CC2)cc1 do in these assays?
SENP1 FRET inh: -0.3; Apaf1 inhib: -1.3; SENP8 block-1: -1.7; SENP6 block: -15.5; UBC13 inh: -11.0; SENP7 inh: 4.7; SENP8 block-2: 21.5; APOBEC3G inh: 2.2

What do the screens show for `O=C(O)c1cccc(NC(=O)c2ccccc2NC(=O)c2cccc([N+](=O)[O-])c2)c1`?
SENP1 FRET inh: -0.1; Apaf1 inhib: 2.6; SENP8 block-1: -16.1; SENP6 block: -0.2; UBC13 inh: -13.4; SENP7 inh: -11.6; SENP8 block-2: 13.9; APOBEC3G inh: -4.7

What do the screens show for `O=C(c1sc2cc([N+](=O)[O-])ccc2c1Cl)N1CCCCC1`?
SENP1 FRET inh: 2.1; Apaf1 inhib: 2.6; SENP8 block-1: 0.8; SENP6 block: 11.8; UBC13 inh: -5.5; SENP7 inh: 5.3; SENP8 block-2: 4.6; APOBEC3G inh: 0.5

How did COC(=O)c1ccc(C[n+]2ccccc2)cc1 do in these assays?
SENP1 FRET inh: 3.3; Apaf1 inhib: 23.5; SENP8 block-1: -2.7; SENP6 block: 9.1; UBC13 inh: -2.4; SENP7 inh: 4.2; SENP8 block-2: 24.1; APOBEC3G inh: -4.6

How did CC(=O)OCC1OC(c2ccccc2)C(OC(C)=O)C(OC(C)=O)C1OC(C)=O (stereo not drawn) do in these assays?
SENP1 FRET inh: 1.8; Apaf1 inhib: -15.0; SENP8 block-1: 4.8; SENP6 block: 11.5; UBC13 inh: -2.9; SENP7 inh: 3.1; SENP8 block-2: 6.9; APOBEC3G inh: -1.2

What do the screens show for `CC(=O)NC(CC(=O)NNC(=O)c1cccs1)c1ccccc1` (stereo not drawn)?
SENP1 FRET inh: -0.7; Apaf1 inhib: 3.4; SENP8 block-1: -0.6; SENP6 block: -3.2; UBC13 inh: -7.6; SENP7 inh: 2.2; SENP8 block-2: 1.0; APOBEC3G inh: -5.2

Results for COc1cccc2cc(C(=O)Nc3ccc(S(=O)(=O)NCC4CCCO4)cc3)c(=O)oc12 (stereo not drawn) ?
SENP1 FRET inh: -5.6; Apaf1 inhib: -5.5; SENP8 block-1: 2.8; SENP6 block: -3.5; UBC13 inh: -0.9; SENP7 inh: -6.8; SENP8 block-2: -212.8; APOBEC3G inh: -3.7

What do the screens show for `O=C(O)c1cccc(NC(=S)NC(NC(=O)c2ccco2)C(Cl)(Cl)Cl)c1` (stereo not drawn)?
SENP1 FRET inh: 2.0; Apaf1 inhib: -8.1; SENP8 block-1: 1.1; SENP6 block: 9.2; UBC13 inh: 10.3; SENP7 inh: -7.3; SENP8 block-2: 8.6; APOBEC3G inh: -5.7

What do the screens show for `COc1ccccc1C1C(C#N)=C(N)Oc2c1oc(CO)cc2=O` (stereo not drawn)?
SENP1 FRET inh: -2.3; Apaf1 inhib: -5.3; SENP8 block-1: 9.4; SENP6 block: 26.7; UBC13 inh: 4.3; SENP7 inh: 8.8; SENP8 block-2: 16.5; APOBEC3G inh: -7.2

How did COc1ccc(C(c2nnnn2CCc2ccccc2)N2CCN(C3CCCC3)CC2)cc1OC (stereo not drawn) do in these assays?
SENP1 FRET inh: 0.5; Apaf1 inhib: 5.6; SENP8 block-1: 2.4; SENP6 block: -1.0; UBC13 inh: 4.8; SENP7 inh: -4.3; SENP8 block-2: 14.8; APOBEC3G inh: -2.6

Results for CCOc1ccc(N(CC(=O)NC(C)CC)S(C)(=O)=O)cc1 (stereo not drawn) ?
SENP1 FRET inh: 3.2; Apaf1 inhib: 10.5; SENP8 block-1: -7.8; SENP6 block: -11.1; UBC13 inh: -19.0; SENP7 inh: -3.9; SENP8 block-2: 15.1; APOBEC3G inh: -4.5

Results for CC(=O)C(C(C)=O)C(NC(=O)c1cccnc1)(C(F)(F)F)C(F)(F)F ?
SENP1 FRET inh: 2.6; Apaf1 inhib: -2.4; SENP8 block-1: -7.4; SENP6 block: -2.9; UBC13 inh: -1.3; SENP7 inh: 12.0; SENP8 block-2: 14.3; APOBEC3G inh: -4.7

What do the screens show for `Cc1nc2n[nH]c(N)c2c2c1COC(C)(C)C2`?
SENP1 FRET inh: 2.6; Apaf1 inhib: -3.9; SENP8 block-1: -8.7; SENP6 block: -3.8; UBC13 inh: -4.2; SENP7 inh: -4.4; SENP8 block-2: 31.4; APOBEC3G inh: -4.4

How did O=C(CSc1ncn[nH]1)N/N=C/c1ccc(C(F)(F)F)cc1 do in these assays?
SENP1 FRET inh: 0.2; Apaf1 inhib: -1.8; SENP8 block-1: -0.3; SENP6 block: -4.0; UBC13 inh: 8.8; SENP7 inh: 5.7; SENP8 block-2: 5.6; APOBEC3G inh: -9.9

How did COc1ccc(C(=O)Nc2ccnn2C2CCN(CCC(C)c3ccc(C)o3)CC2)cc1 (stereo not drawn) do in these assays?
SENP1 FRET inh: -4.5; Apaf1 inhib: 7.8; SENP8 block-1: 3.1; SENP6 block: -2.8; UBC13 inh: 3.0; SENP7 inh: 3.3; SENP8 block-2: -2.1; APOBEC3G inh: -5.4

How did O=C(COC(=O)Cc1ccc(Br)cc1)NC1CCCC1 do in these assays?
SENP1 FRET inh: 7.6; Apaf1 inhib: -2.7; SENP8 block-1: -2.4; SENP6 block: 3.1; UBC13 inh: 13.2; SENP7 inh: -1.8; SENP8 block-2: 8.5; APOBEC3G inh: -4.0

How did O=C(Nc1nc2c(cc3c4c(cccc42)CC3)s1)c1ccccc1Cl do in these assays?
SENP1 FRET inh: -171.4; Apaf1 inhib: 8.6; SENP8 block-1: -16.8; SENP6 block: 6.8; UBC13 inh: -7.9; SENP7 inh: -2.0; SENP8 block-2: -217.1; APOBEC3G inh: -7.9

Results for Cn1ccnc1SCC(=O)Nc1cc(S(=O)(=O)N2CCOCC2)ccc1Cl ?
SENP1 FRET inh: 0.9; Apaf1 inhib: 3.9; SENP8 block-1: -1.5; SENP6 block: -7.4; UBC13 inh: 10.8; SENP7 inh: 3.0; SENP8 block-2: 27.1; APOBEC3G inh: -3.3

Results for CCc1cccc(CC)c1N(COC)C(=O)Cn1nnc2ccccc21 ?
SENP1 FRET inh: 2.9; Apaf1 inhib: 2.0; SENP8 block-1: 5.0; SENP6 block: 3.3; UBC13 inh: 0.9; SENP7 inh: 2.9; SENP8 block-2: 22.4; APOBEC3G inh: 5.0

Results for CC1CCN(c2ccc(C(=O)O)cc2N)CC1 ?
SENP1 FRET inh: 0.1; Apaf1 inhib: 2.1; SENP8 block-1: 5.2; SENP6 block: -8.3; UBC13 inh: 1.9; SENP7 inh: 1.6; SENP8 block-2: -172.1; APOBEC3G inh: 1.0

What do the screens show for `O=C(NCc1ccccc1Cl)/C(=C\c1cccnc1)NC(=O)c1ccccc1`?
SENP1 FRET inh: 2.6; Apaf1 inhib: -0.1; SENP8 block-1: 2.4; SENP6 block: -17.2; UBC13 inh: -1.4; SENP7 inh: 4.9; SENP8 block-2: 9.9; APOBEC3G inh: -2.7

Results for CCOC(=O)c1c(CN2CCN(C)CC2)n(C)c2cc(Br)c(OC)cc12 ?
SENP1 FRET inh: -0.8; Apaf1 inhib: 2.3; SENP8 block-1: -0.6; SENP6 block: 1.9; UBC13 inh: 18.4; SENP7 inh: 2.5; SENP8 block-2: 12.8; APOBEC3G inh: -2.8

Results for CCN(CC(=O)NCc1ccccn1)S(=O)(=O)c1ccc(Cl)cc1 ?
SENP1 FRET inh: 0.2; Apaf1 inhib: 2.0; SENP8 block-1: -3.6; SENP6 block: -15.3; UBC13 inh: -7.0; SENP7 inh: -10.5; SENP8 block-2: 12.3; APOBEC3G inh: -4.4

What do the screens show for `O=C(COc1coc(CN2CCc3ccccc32)cc1=O)Nc1ccc([N+](=O)[O-])cc1`?
SENP1 FRET inh: 0.5; Apaf1 inhib: 0.7; SENP8 block-1: -3.1; SENP6 block: 5.3; UBC13 inh: 2.2; SENP7 inh: -2.1; SENP8 block-2: 8.0; APOBEC3G inh: -6.0

How did CCOC(=O)C1Oc2ccccc2C(c2ccc(OC)cc2)=C1C(=O)OC (stereo not drawn) do in these assays?
SENP1 FRET inh: 3.0; Apaf1 inhib: 20.4; SENP7 inh: 14.9; SENP8 block-2: -7.9; APOBEC3G inh: 2.8

Results for Cc1cc(C)nc(SCc2nnc(SCC(N)=O)n2Cc2ccco2)n1 ?
SENP1 FRET inh: 1.6; Apaf1 inhib: 1.6; SENP8 block-1: 0.8; SENP6 block: 13.0; UBC13 inh: -1.7; SENP7 inh: 6.6; SENP8 block-2: 1.9; APOBEC3G inh: -0.2

What do the screens show for `CCOC(=O)N1CCN(C(=O)C(=O)NNC(=O)COc2ccc(Cl)c(C)c2)CC1`?
SENP1 FRET inh: 0.7; Apaf1 inhib: -2.4; SENP8 block-1: -5.8; SENP6 block: -8.5; UBC13 inh: 0.3; SENP7 inh: 3.3; SENP8 block-2: 9.6; APOBEC3G inh: 3.0

What do the screens show for `O=C(CN1CCN(CC(=O)Nc2ccccc2Cl)CC1)Nc1ccc(F)c(F)c1`?
SENP1 FRET inh: 1.5; Apaf1 inhib: 10.6; SENP8 block-1: 4.2; SENP6 block: -7.7; UBC13 inh: 16.6; SENP7 inh: -5.7; SENP8 block-2: 3.6; APOBEC3G inh: -1.5

Of the compounds above, these contain a furan ring, fused or not:
What do the screens show for `O=C(O)c1cccc(NC(=S)NC(NC(=O)c2ccco2)C(Cl)(Cl)Cl)c1` (stereo not drawn)?
SENP1 FRET inh: 2.0; Apaf1 inhib: -8.1; SENP8 block-1: 1.1; SENP6 block: 9.2; UBC13 inh: 10.3; SENP7 inh: -7.3; SENP8 block-2: 8.6; APOBEC3G inh: -5.7

How did COc1ccc(C(=O)Nc2ccnn2C2CCN(CCC(C)c3ccc(C)o3)CC2)cc1 (stereo not drawn) do in these assays?
SENP1 FRET inh: -4.5; Apaf1 inhib: 7.8; SENP8 block-1: 3.1; SENP6 block: -2.8; UBC13 inh: 3.0; SENP7 inh: 3.3; SENP8 block-2: -2.1; APOBEC3G inh: -5.4

Results for Cc1cc(C)nc(SCc2nnc(SCC(N)=O)n2Cc2ccco2)n1 ?
SENP1 FRET inh: 1.6; Apaf1 inhib: 1.6; SENP8 block-1: 0.8; SENP6 block: 13.0; UBC13 inh: -1.7; SENP7 inh: 6.6; SENP8 block-2: 1.9; APOBEC3G inh: -0.2

Screening results deposited in PubChem by Sanford-Burnham Center for Chemical Genomics.
